Screening results deposited in PubChem BioAssay by Sanford-Burnham Center for Chemical Genomics.
APJ antagonist – antagonists of human apelin receptor APJ, primary screen, CHO-K1 cells, beta-arrestin complementation, luminescence | inhibition, % at 20 µM | hit rate 0.32% among 330,000 | P35414;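 active = inhibition above about 40% at 20 µM, limit read from the data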;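 note: cells challenged with 10 nM apelin-13 agonist together with compound; plate controls were apelin-13 plus DMSO wells for no effect and DMSO wells lacking apelin-13 for full effect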
Target sequence (P35414 whole entry, looked up): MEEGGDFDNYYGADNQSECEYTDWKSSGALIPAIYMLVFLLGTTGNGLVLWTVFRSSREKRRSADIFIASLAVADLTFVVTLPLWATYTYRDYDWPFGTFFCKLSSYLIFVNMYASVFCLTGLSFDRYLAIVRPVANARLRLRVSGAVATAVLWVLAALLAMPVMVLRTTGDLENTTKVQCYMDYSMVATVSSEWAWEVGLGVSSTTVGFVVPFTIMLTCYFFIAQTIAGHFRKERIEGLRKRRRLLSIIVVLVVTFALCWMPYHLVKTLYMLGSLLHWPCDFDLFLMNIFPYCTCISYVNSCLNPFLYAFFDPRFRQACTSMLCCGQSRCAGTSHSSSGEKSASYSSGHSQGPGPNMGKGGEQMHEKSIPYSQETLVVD
Mdm2 MdmX PPI – inhibitors of human Mdm2-MdmX association, primary screen, cell-based, luminescence, split luciferase, SaOS-2, uHTS. Protein Mdm4 (Homo sapiens) + E3 ubiquitin-protein ligase Mdm2 (Homo sapiens), …. SaOS-2 split-luciferase Mdm2/MdmX complementation. inhibition, % at 8 µM. hit rate 3% among 330,000. AID 485346, 2010;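 active = inhibition of at least 50% at 8 µM in the primary screen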
CHOP UPR activ – activators of apoptotic CHOP UPR arm, primary screen, cell-based, CHO-CHOP luciferase reporter, luminescence, uHTS; UPR activation; percent of tunicamycin response over DMSO baseline; activation, % at 10 µM; hit rate 0.34% among 330,000; AID 449763, 2010;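 active = at 10 µM dose, activation of 40% or more, normalized to positive control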;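 note: 100% = tunicamycin at 10 µg/mL and 0% = DMSO alone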
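Evaluation: % reporter activation, DMSO baseline versus tunicamycin full activation; System: CHO-CHOP luciferase reporter cell line; Input: 500 cells/well; Incubation: 6 h compound treatment, 37 °C; Measured by: Steady-Glo luciferase luminescence; Dosing: one dose, 10 µM in 0.5% DMSO; Buffer or medium: F12 medium, 10% FBS; Benchmarks: positive tunicamycin 10 µg/mL, negative DMSO alone.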
APJ ag – agonists of human apelin receptor APJ, primary screen, CHO-K1 cells, PathHunter beta-arrestin, luminescence; hit rate 0.11% among 330,000; P35414; 0% DMSO wells, 100% apelin; activation, % at 20 µM;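 active = activation more than six SD over the plate average, tested at 20 µM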;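 note: 0% = DMSO alone and 100% = apelin-13 at 10 nM; some results filed as inactive read as strong as hits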
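Material: CHO-K1 APJ beta-arrestin complementation cell line; Input: cell density 1000 per well; Incubation: compound stimulation 90 min at 25 °C, detection 60 min; Signal: luminescence from split beta-galactosidase complementation, Galacton Star/Emerald II substrate; Controls: DMSO-only wells as negative, 10 nM Apelin-13 as positive control.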
tim23-1 inh – growth inhibitors of tim23-1 mutant yeast, primary screen, luminescence, uHTS; hit rate 1.3% among 330,000; S. cerevisiae tim23-1 growth, BacTiter-Glo luminescence, 24 h; inhibition, % at 20 µM; AID 463212, 2010;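 active = growth inhibition of the mutant yeast at or above 50%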;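 note: temperature-sensitive mutant grown at 25 °C; plate controls were DMSO-treated mutant yeast for no effect and medium wells lacking yeast for full effect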
CXCR6 inh – CXCR6 receptor inhibitors, primary screen, cell-based, beta-arrestin, luminescence, CHO-K1 PathHunter, 1536-well; AID 602244, 2012; hit rate 0.36% among 360,000; inhibition, % at 20 µM; C-X-C chemokine receptor type 6 (Homo sapiens), O00574; in the data active = inhibition above about 34%, passing the limit was not always enough;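 note: antagonist mode with CXCL16 agonist at 10 nM final; 0% = 10 nM CXCL16 with DMSO and 100% = unstimulated wells without agonist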
Target sequence (O00574 whole entry, looked up): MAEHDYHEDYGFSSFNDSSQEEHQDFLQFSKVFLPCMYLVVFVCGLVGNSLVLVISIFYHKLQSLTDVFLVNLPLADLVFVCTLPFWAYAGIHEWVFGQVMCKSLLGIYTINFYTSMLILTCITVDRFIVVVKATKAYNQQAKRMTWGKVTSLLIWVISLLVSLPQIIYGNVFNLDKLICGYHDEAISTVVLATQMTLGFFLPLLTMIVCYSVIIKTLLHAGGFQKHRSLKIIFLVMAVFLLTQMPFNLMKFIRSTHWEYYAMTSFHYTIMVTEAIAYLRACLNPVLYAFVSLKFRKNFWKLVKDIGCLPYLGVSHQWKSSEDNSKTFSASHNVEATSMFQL
XBP1 UPR activ – activators of adaptive XBP1 UPR arm, primary screen, cell-based, CHO-XBP1 luciferase reporter, luminescence, uHTS; IRE1-XBP1 UPR activation; percent of tunicamycin response, DMSO as zero; activation, % at 20 µM; hit rate 0.33% among 330,000;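 active = versus positive control, 20 µM dose yields 30% or more activation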;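 note: 100% = tunicamycin at 10 µg/mL and 0% = DMSO only wells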
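Material: CHO-XBP1 cells stably carrying IRE1-XBP1-driven luciferase reporter | Medium: F12 with 10% serum | Compound dosing: 20 µM single concentration, DMSO 1% | Incubation: Overnight seeding at 37 °C, 6 h compound treatment at 37 °C | Detection: Steady-Glo luminescence read | Read-out basis: % activation of reporter signal versus tunicamycin and DMSO controls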
tim10-1 inh – growth inhibitors of tim10-1 mutant yeast, primary screen, luminescence, uHTS. hit rate 2.2% among 330,000. inhibition, % at 20 µM. S. cerevisiae tim10-1 ts strain growth, BacTiter-Glo, 24 h. AID 463190, 2010;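 active = inhibition of at least 40%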;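 note: mutant grown at 25 °C; 0% = DMSO wells with yeast and 100% = wells holding no yeast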
TIM10 inh – growth inhibitors of isogenic TIM10 control yeast, primary screen, counter-screen for tim10-1 yeast inhibitor project, luminescence, uHTS; S. cerevisiae TIM10 strain growth, BacTiter-Glo luminescence, 24 h; inhibition, % at 10 µM; hit rate 1.4% among 330,000; AID 463195, 2010;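 active = inhibition of 40% or more at the single tested concentration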;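 note: wild-type TIM10 isogenic control strain grown at permissive 25 °C; 0% = DMSO yeast wells and 100% = minimal medium wells without yeast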
Active calls of the source: *. These rows are one share of the data; count on the stated rates, not on these rows.

SMILES	APJ antagonist	Mdm2 MdmX PPI	CHOP UPR activ	APJ ag	tim23-1 inh	CXCR6 inh	XBP1 UPR activ	tim10-1 inh	TIM10 inh
CCOC(=O)c1[nH]c2ccc(OC)cc2c1NC(=O)NC(C)C	14	29	-1.5	-2	18	0	-4	0	-2
CCC(C)NC(=O)c1ccccc1NC(=O)c1ccccc1N(C)S(C)(=O)=O (stereo not given)	14	3	-2.7	-2	5	7	-1	18	-16
CCC(=O)NCCc1nc2cc(NC(=O)c3ccc(OC)cc3)ccc2n1C	2	4	0.2	-4	-7	0	2	-5	-2
O=C(O)Cn1c(SCCOc2ccccc2F)nc2ccccc21	-35	25	1.2	-2	1	0	-2	12	6
CC1(CC(=O)N/N=C/c2cc(Br)c(O)cc2O)OCCO1	0	-2	-1.1	-3	2	8	-1	7	-6
O=C(c1ccc(Cl)cc1)N1CCN(CCOc2ccccc2)CC1	3	15	1.8	-5	15	-2	1	2	-8
Cc1cc([N+](=O)[O-])nn1CC(=O)NCc1nc2ccccc2[nH]1	9	-5	0.7	-1	3	-7	1	10	-10
COc1ccccc1-c1nc(-c2ccc(C)nc2OC)no1	6	-153	5.8	-5	17	2	5	18	18
CCN(CC)c1ccc2c(C)c(CN3CCOCC3)c(=O)oc2c1	-1	7	-1.2	-1	11	-2	3	17	-7
CC(C)(C)CN1CCN(Cc2cc3ccccc3[nH]2)CC1CCO (stereo not given)	7	24	-0.8	0	7	-12	0	13	-5
NNC(=O)CCn1c2ccccc2c2ccccc21	-21	31	-2.0	-4	24	4	0	9	19
COc1ccc(S(=O)(=O)N2CCCCCC2)cc1NC(=O)Cc1ccc(OC)c(OC)c1	-4	7	-0.7	0	11	8	-2	11	-1

Full records from above.
NNC(=O)CCn1c2ccccc2c2ccccc21 is listed with APJ antagonist: -21; Mdm2 MdmX PPI: 31; CHOP UPR activ: -2.0; APJ ag: -4; tim23-1 inh: 24; CXCR6 inh: 4; XBP1 UPR activ: 0; tim10-1 inh: 9; TIM10 inh: 19
CCOC(=O)c1[nH]c2ccc(OC)cc2c1NC(=O)NC(C)C is listed with APJ antagonist: 14; Mdm2 MdmX PPI: 29; CHOP UPR activ: -1.5; APJ ag: -2; tim23-1 inh: 18; CXCR6 inh: 0; XBP1 UPR activ: -4; tim10-1 inh: 0; TIM10 inh: -2

Some of the entries so far, as comma-separated lines.
molecule,APJ antagonist,Mdm2 MdmX PPI,CHOP UPR activ,APJ ag,tim23-1 inh,CXCR6 inh,XBP1 UPR activ,tim10-1 inh,TIM10 inh
CCC(=O)NCCc1nc2cc(NC(=O)c3ccc(OC)cc3)ccc2n1C,2,4,0.2,-4,-7,0,2,-5,-2
O=C(O)Cn1c(SCCOc2ccccc2F)nc2ccccc21,-35,25,1.2,-2,1,0,-2,12,6
CC1(CC(=O)N/N=C/c2cc(Br)c(O)cc2O)OCCO1,0,-2,-1.1,-3,2,8,-1,7,-6
O=C(c1ccc(Cl)cc1)N1CCN(CCOc2ccccc2)CC1,3,15,1.8,-5,15,-2,1,2,-8
Cc1cc([N+](=O)[O-])nn1CC(=O)NCc1nc2ccccc2[nH]1,9,-5,0.7,-1,3,-7,1,10,-10
COc1ccccc1-c1nc(-c2ccc(C)nc2OC)no1,6,-153,5.8,-5,17,2,5,18,18
CCN(CC)c1ccc2c(C)c(CN3CCOCC3)c(=O)oc2c1,-1,7,-1.2,-1,11,-2,3,17,-7
CC(C)(C)CN1CCN(Cc2cc3ccccc3[nH]2)CC1CCO (stereo not given),7,24,-0.8,0,7,-12,0,13,-5
NNC(=O)CCn1c2ccccc2c2ccccc21,-21,31,-2.0,-4,24,4,0,9,19
COc1ccc(S(=O)(=O)N2CCCCCC2)cc1NC(=O)Cc1ccc(OC)c(OC)c1,-4,7,-0.7,0,11,8,-2,11,-1

The listing continues.
SMILES	APJ antagonist	Mdm2 MdmX PPI	CHOP UPR activ	APJ ag	tim23-1 inh	CXCR6 inh	XBP1 UPR activ	tim10-1 inh	TIM10 inh
Cc1ccc(CCNC(=O)CN2CCN(Cc3ccccc3F)C2=O)cc1	8	24	0.4	-3	10	-10	-4	17	3
CCC1(C)Cc2nc(Cl)c(C#N)cc2CO1 (stereo not given)	-20	-13	1.0	1	22	-8	3	10	12
Cc1c(C(=O)N2CCOCC2)sc2nc(-c3ccccc3)cn12	5	-26	6.7	-3	8	1	0	6	-11
FC(F)(F)c1cccc(-n2cc(-c3ccccc3)[nH]c2=S)c1	-10	10	-0.5	-2	56*	0	-1	48*	35
Cc1ccc2c(COC(=O)c3ccccc3Br)cc(=O)oc2c1	2	-55	4.1	0	-13	-10	0	-21	-15
O=c1[nH]c(CN2CCN(S(=O)(=O)c3ccc4c(c3)OCCO4)CC2)nc2sc3c(c12)CCCC3	1	22	-0.6	-1	-8	13	-3	9	8
CC(=O)/C=C(\C)NCCNc1c(F)c(F)c(CO)c(F)c1F	17	-28	-0.9	1	-5	6	-3	-15	2
Cc1cc(OCC(=O)NCCCN2CCCC2=O)c2c(C)c(C)c(=O)oc2c1	-1	-7	-0.3	2	14	-6	-6	12	9
Cc1c(C2(O)CCCCC2)[nH]c2cc(C(F)(F)F)ccc12	-20	-2	-0.2	4	56*	-17	3	42*	25
O=C(Oc1ccc2c(=O)c(Oc3ccc4ccccc4c3)coc2c1)c1ccco1	-6	35	-0.6	1	22	-2	-2	26	40
CC(=O)Nc1cccc(C(=O)N2CCC(n3nccc3NC(=O)CC(C)C)CC2)c1	4	22	0.1	6	-8	-4	-3	-16	-5
O=C(COc1ccc(/C=N/NS(=O)(=O)c2ccccc2)cc1)Nc1ccc(F)cc1	14	8	-1.2	2	16	10	-3	6	-4
O=c1[nH]c2ccccc2nc1C(Nc1ccccc1)c1ccccc1 (stereo not given)	1	31	-1.3	-3	0	-5	0	-2	-8
COc1ccc(NC(=O)CN2CCN(CC(=O)Nc3ccccc3Cl)CC2)cc1	4	19	-1.5	-5	5	-8	-3	11	-5
CN(CCN1CCOCC1)Cc1nc(-c2ccc3c(c2)OCO3)no1	-28	15	0.4	-5	1	-2	-2	7	-27
O=C(Nc1ccccc1F)c1ccc(CSc2ncccn2)cc1	-26	-33	3.3	-2	17	6	1	7	14
Cc1onc(-c2ccccc2)c1C(=O)Nc1ccc(S(=O)(=O)NC(C)(C)C)cc1	-33	15	0.7	0	-1	-1	-1	20	-13
COc1cccc(C(=O)Nc2nc3ccc(S(C)(=O)=O)cc3s2)c1	10	-20	3.1	2	24	-2	-1	28	14
Cc1ccccc1CNC(=O)C(=O)NCCC1CCCCN1S(=O)(=O)c1ccccc1 (stereo not given)	2	16	0.7	2	21	3	0	11	0
O=C(CCCN1C(=O)/C(=C\c2ccccc2)SC1=S)Nc1ccc(O)cc1C(=O)O	3	0	0.7	-4	-3	10	1	-4	-1
COCCN(C(=O)COC(=O)/C=C/c1ccccc1Cl)c1c(N)n(Cc2ccccc2)c(=O)[nH]c1=O	-1	8	1.0	0	1	9	-3	0	1
CCCCn1c(N)c(N(CCOC)C(=O)c2cccc(S(=O)(=O)N3CCCCCC3)c2)c(=O)[nH]c1=O	0	26	1.0	-6	-6	-3	0	-8	-4
COc1ccc(C(=O)c2c(NC(C)=O)sc3c2CCN(C(=O)OC(C)(C)C)C3)cc1	13	-2	1.2	-1	37	7	-5	17	28
Cc1cccc(S(=O)(=O)NCCc2ccccc2)c1	-1	-4	1.1	-4	9	0	8	2	-10
O=C(Cn1ccc(C(F)(F)F)n1)NNC(=O)c1cccnc1	0	18	0.5	6	-10	-4	-2	-14	-1
Cc1csc(SCC(=O)c2cc(C)n(Cc3cccs3)c2C)n1	1	66*	-6.9	1	28	-9	-5	34	37
OCC[C@H]1C[C@@H](O)[C@H](O)[C@]2(CCCCO2)O1	1	-12	-0.3	-6	-1	-4	-1	1	3
COc1ccc(S(=O)(=O)N(Cc2ccco2)Cc2cc3ccccc3[nH]c2=O)cc1	-17	17	-1.5	11	27	-12	-4	11	7
Cc1ccc(-c2nn(-c3ccccc3)cc2CN(C)C(=O)CCC(=O)O)cc1C	-1	-7	0.2	-1	13	1	8	7	-3
Oc1c(Cl)cc(Cl)cc1C=Nc1cc(C(F)(F)F)ccc1N1CCc2ccccc2C1	-18	-210	1.6	-4	58*	10	1	60*	33
COc1ccc(N2CCN(C(=O)CNC(=O)c3ccccc3Cl)CC2)cc1	21	28	-2.4	-2	14	-6	-4	3	2
CCOC(=O)C(C)Oc1ccccc1C1NC(=O)NC(C)=C1C(=O)Nc1ccc(C)c(C)c1 (stereo not given)	-1	-7	-1.1	-6	7	10	1	0	8
COCCNC(=S)N/N=C(\C)c1ccc(C)c([N+](=O)[O-])c1	10	-6	-0.9	-3	32	3	1	32	26
CCc1ccccc1NC(=O)CCCSc1nc2ccccc2s1	9	-32	0.7	-1	9	8	-1	14	19
Cc1ccccc1NC(=S)NNC(=O)c1ccco1	35	-15	1.4	-4	10	6	-4	-1	-2
COc1ccc(Cn2c(CCC(=O)NCCC(C)C)nc3ncccc3c2=O)cc1	6	-3	-0.4	1	15	1	-4	23	-5
COc1ccc2cc(C(=O)C3CCCN(Cc4cnc(N5CCOCC5)s4)C3)ccc2c1 (stereo not given)	7	13	1.3	-2	14	-1	-3	17	4
Cc1nnc(NC(=O)c2c(F)cccc2F)s1	10	-6	2.8	0	1	-9	1	-16	-1
Cc1ccc(CNC(=O)c2cc(S(=O)(=O)N3CCOCC3)cn2C)cc1	8	16	-0.1	-4	4	2	-1	8	-1
CNCc1ccccc1OCc1ccccc1F	-10	23	-1.0	-4	9	4	-2	-3	3
CC1(C)CC(CCN(Cc2ccccc2)C(=O)c2ccco2)(c2ccccc2)CCO1 (stereo not given)	-1	8	-1.4	-6	40	7	2	38	39
O=c1oc2ccccc2c(NCc2ccccc2F)c1[N+](=O)[O-]	-17	7	0.5	-2	12	14	0	16	-6
N#Cc1ccccc1OCC(=O)Nc1cccc(S(=O)(=O)N2CCCCCC2)c1	-2	23	1.8	-1	0	-4	-3	8	6
Cc1cc(OC(=O)c2ccccc2Cl)cc(=O)n1C	-4	2	-0.2	15	11	-1	-4	24	16
CCOc1ccc(N2C(=O)CN(C)C2=S)cc1	-23	11	-1.1	-2	29	-10	-2	-4	7
COc1ccc(S(=O)(=O)Nc2ccc3c(c2)C(=O)N([C@H](C)CO)C[C@H](C)[C@H](CN(C)Cc2ccc(C(=O)O)cc2)O3)cc1	-2	-9	0.8	-1	-2	-2	0	-14	-3
